From PubChem BioAssay
Pol kappa inh: blocks human DNA polymerase kappa activity; 0.53% of 400,000 active; AID 588579; purified Pol kappa, fluorescent DNA synthesis assay, 10 min; Q9UBT6; Potency, µM (titrated, usually from 107 µM), for inactives: at the highest dose activity, negative = inhibition, hits mostly inhibitors; further: on the % scale 0 is the no-effect control and ±100 the full control effect
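10 nM Pol kappa preincubated 15 min at room temperature with compounds, then reaction started with substrate at 50 nM final. Fluorescence read kinetically at 0 and 10 min; buffer-only wells served as negative control.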
BLM helicase inh: Bloom syndrome helicase (human) inhibition. P54132. recombinant BLM DNA unwinding, fluorescence dequenching. Potency, µM (top dose mostly 56.1 µM), for the others: at the top dose activity change, negative = inhibition, usual class: inhibitors. 0.2% of 350,000 active. AID 2528;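 further: plate controls were vehicle for no effect and no enzyme for full effect; nearly all actives have a fitted effect of over 35% in size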
Pol iota inh: inhibitors of human DNA polymerase iota. Pol iota fluorescent replication assay, 10 min. Potency, µM (highest dose often 115 µM), without a hit: top-dose activity, negative = inhibition, most hits filed as inhibitors. 1% of 390,000 active. Q9UNA4
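Fluorescent replication assay read twice, at 0 min and 10 min after adding 50 nM (final) substrate. Enzyme (10 nM) and compounds were first incubated 15 min at room temperature; enzyme-free buffer wells were negative controls.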
Apoferritin bind: candidate novel general anesthetic via apoferritin binding; Potency, µM (top dose mostly 77.5 µM), without a hit: at the top dose activity change, negative = displacement, most hits filed as inhibitors; AID 485281; P02791; 0.074% of 350,000 active; apoferritin/1-aminoanthracene competitive binding, fluorescence; further: on the % scale 0 is the no-effect control and ±100 the full control effect; nearly all actives have a fitted effect of over 20% in size
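Read-out: endpoint 1-AMA fluorescence, excitation 380 nm and emission 535 nm, after compounds sit 10 min at room temperature with 10 uM horse-spleen apoferritin in 50% saturated 1-AMA/PBS. Values come from four-parameter Hill fits.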
G9a block: blocks human histone lysine methyltransferase G9a | 8.8% of 350,000 active | Q96KQ7 | G9a H3K9 monomethylation, AlphaScreen, 2 h | Potency, µM (doses to about 102 µM), inactives show top-dose activity, negative = inhibition, most hits filed as inhibitors | AID 504332; further: on the % scale 0 is the no-effect control and ±100 the full control effect; nearly all actives have a fitted effect of over 75% in size
Target sequence (Q96KQ7 913-1193 limits assumed): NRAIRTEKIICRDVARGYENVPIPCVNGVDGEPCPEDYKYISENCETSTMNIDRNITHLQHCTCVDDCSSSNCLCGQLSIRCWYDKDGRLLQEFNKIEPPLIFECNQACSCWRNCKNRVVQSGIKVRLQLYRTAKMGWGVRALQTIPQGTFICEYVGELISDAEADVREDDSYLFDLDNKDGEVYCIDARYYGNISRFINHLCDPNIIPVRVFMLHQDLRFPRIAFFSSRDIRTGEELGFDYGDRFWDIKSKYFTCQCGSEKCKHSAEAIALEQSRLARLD
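AlphaScreen detection with an anti-monomethyl H3K9 antibody quantified product after a 2 h room-temperature reaction containing 500 nM biotinylated H3K9 peptide, 20 µM SAM and 20 nM enzyme, which had been preincubated 15 min with compound.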
BAZ2B inh: BAZ2B (human) inhibition; Q9UIF8; Potency, µM (highest dose often 114 µM), for the others: at the highest dose activity change, negative = inhibition, actives largely listed as inhibitors; 4.4% of 360,000 active; AID 504333; AlphaScreen BAZ2B-H3K14Ac peptide displacement; further: on the % scale 0 is the no-effect control and ±100 the full control effect; nearly all actives have a fitted effect of over 60% in size
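Protein-peptide AlphaScreen: BAZ2B 50 nM, b-H3K14Ac 50 nM, 1x PBS pH 7.4 + 0.01% Tween-20. Preincubation 30 min RT; cpd 30 min RT (top 110 uM); beads 20 min RT, light-protected.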
APEX1 inh: APE1 (human) endonuclease inhibition; P27695; recombinant APE1, TAMRA/BHQ-2 abasic DNA cleavage fluorescence; Potency, µM (highest dose often 65.8 µM), for the others: top-dose activity change, negative = inhibition, actives largely listed as inhibitors; 0.35% of 350,000 active; AID 2517;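 further: plate controls were vehicle for no effect and reference inhibitor for full effect; nearly all actives have a fitted effect of over 55% in size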
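Incision of a quenched TAMRA/BHQ-2 THF abasic-site duplex (50 nM) by 0.75 nM APE1, after 15 min compound preincubation, measured as fluorescence increase over three 60 s reads. Values normalized to buffer, DMSO and NSC13755 control wells.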
Pol eta inh: inhibitors of human DNA polymerase eta. Potency, µM (top dose mostly 114 µM), for the others: at the top dose activity change, negative = inhibition, hits mostly inhibitors. Q9Y253. 1.2% of 390,000 active. AID 588591. recombinant Pol eta, fluorescent DNA replication assay; further: on the % scale 0 is the no-effect control and ±100 the full control effect
Target sequence (Q9Y253 whole entry, looked up): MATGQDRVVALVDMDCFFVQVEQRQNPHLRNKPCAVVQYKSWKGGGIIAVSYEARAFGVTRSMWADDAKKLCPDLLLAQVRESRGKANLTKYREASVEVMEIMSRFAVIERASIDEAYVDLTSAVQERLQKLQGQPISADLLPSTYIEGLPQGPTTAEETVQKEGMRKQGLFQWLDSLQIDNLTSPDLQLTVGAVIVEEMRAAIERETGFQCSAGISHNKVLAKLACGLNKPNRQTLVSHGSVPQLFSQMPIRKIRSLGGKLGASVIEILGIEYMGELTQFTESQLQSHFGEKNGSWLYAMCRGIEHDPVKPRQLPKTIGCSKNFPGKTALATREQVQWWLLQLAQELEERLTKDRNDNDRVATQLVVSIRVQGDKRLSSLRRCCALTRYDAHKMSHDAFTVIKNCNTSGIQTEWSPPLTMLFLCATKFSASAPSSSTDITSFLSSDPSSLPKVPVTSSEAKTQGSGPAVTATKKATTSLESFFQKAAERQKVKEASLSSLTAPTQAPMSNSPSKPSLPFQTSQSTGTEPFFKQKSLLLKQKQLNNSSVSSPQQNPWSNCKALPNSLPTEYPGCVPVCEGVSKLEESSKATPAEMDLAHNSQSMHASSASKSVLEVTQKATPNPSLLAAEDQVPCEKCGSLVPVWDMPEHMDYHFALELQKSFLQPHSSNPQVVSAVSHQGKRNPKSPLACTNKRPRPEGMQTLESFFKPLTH
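Pol eta at 10 nM preincubated with compounds 15 min at room temperature; reaction started with fluorescent substrate (50 nM final) and read kinetically at 0 and 10 min.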
Pol beta inh: blocks human DNA polymerase beta activity; P06746; Pol beta primer extension/strand displacement, fluorescence kinetic; Potency, µM (top dose mostly 114 µM), inactives show at the top dose activity change, negative = inhibition, actives largely listed as inhibitors; 1.3% of 340,000 active; AID 485314; further: on the % scale 0 is the no-effect control and ±100 the full control effect
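Kinetic readout of DNA synthesis with strand displacement by Pol beta. Compound and 10 nM enzyme sit 15 min at room temperature; 50 nM substrate starts the reaction, read immediately and at 10 min.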
* marks the source's active call; other numbers are inactive results; ? = inconclusive; nt = no result given; [ ] = remark or other dose. The call rests on the fitted dose curve; in most records, active means well fitted curve in the direction sought with a large enough effect; inconclusive means small, poorly fitted or top-dose-only effect, or another doubt; inactive means no such curve, though single readings can be large; an effect the other way counts as inactive or inconclusive. Potency means the concentration at half of the fitted maximal effect. This is a subset, so the mix of outcomes need not match the whole.

SMILES	Pol kappa inh	BLM helicase inh	Pol iota inh	Apoferritin bind	G9a block	BAZ2B inh	APEX1 inh	Pol eta inh	Pol beta inh
CC(NC(=O)CSc1nnnn1C1CC1)c1ccccc1Br (centres undefined)	5%	nt	16%	nt	nt	nt	11%	-6%	nt
Cc1ccccc1SCCNC(=O)c1ccccc1Br	-9%	-5%	-9%	-23%	42%[activator]	2%	-4%	-13%	-22%
Cc1ccc(C(=O)COC(=O)CNC(=O)c2ccco2)cc1	-3%	-3%	16%	-20%	59%[activator]	-5%[57.1 µM]	4%	1%	1%
CN1CCN(c2ccnc(-c3ccc(N(C)C)cc3)n2)CC1	-5%[60.1 µM]	-7%	nt	nt	19%[0.501 µM]	nt	18%	nt	nt
Cc1ccc(Cn2c(C3CCCN3c3nc(C)cs3)nc3cc(C(F)(F)F)ccc32)cc1 (centres undefined)	-6%	-12%	11%	-18%	?	?	-7%	-29%	19%
CCCOc1ccc(NC(=O)C2CCCNC2=O)cc1 (centres undefined)	0%	0%	15%	0%	-9%[12.7 µM]	2%	-2%	-5%	-1%
CN(C)S(=O)(=O)c1cccc(NC(=O)CCCc2nc3ccccc3c(=O)[nH]2)c1	-7%	nt	10%	nt	-24%	9%	18%	-1%	nt
Cc1cc(C)cc(-n2c(C)cc(/C=N/NC(=O)CN(c3c(C)cccc3C)S(C)(=O)=O)c2C)c1	-13%	-11%	4%	4%	18%[59 µM]	?	-6%	-9%	?
COCCn1c(SCc2ccc(F)cc2)nc2c1c(=O)[nH]c(=O)n2C	-1%	-2%	?	-3%	nt	3%	4%	-18%	17%
CCOC(=O)c1c(NC(=O)CC(C)C)sc(C(C)=O)c1C	-1%	-2%	53%[activator]	-9%	-6%[59 µM]	0%	2%	-8%	-22%
Cc1cc(C)c2c3c(sc2n1)C(=O)N(C)CC(=O)N3	2%	0%	40%[activator]	-8%	-41%	-4%	0%	-18%	18%
CN1CCN(S(=O)(=O)c2cccc(C(=O)N(Cc3nnc(-c4ccccc4Cl)o3)C3CC3)c2)CC1	-3%	3%	26%	-8%	22%	-17%	20%	-20%	27%
CCCCNC(=O)C1CCN(S(=O)(=O)c2ccc3c(c2)CC(C)N3C(=O)C2CC2)CC1 (centres undefined)	8%	-1%	-12%	-13%	-34%	2%	8%	-7%	22%
COc1ccccc1C(=O)NC(CCSC)C(=O)NCC(c1cccs1)N1CCOCC1 (centres undefined)	-17%	nt	7%	nt	-1%[2.33 µM]	4%	22%	-14%	nt
CCOC(=O)CSc1nc(=O)n2cccc(C)c2n1	-4%	-5%	22%	-4%	15%	-2%	-3%	5%	0%
COc1ccc(CNc2cc(-c3cccc(C#N)c3)ncn2)c(OC)c1	-2%[60.1 µM]	3%	nt	nt	5%[0.501 µM]	nt	-2%	nt	nt
COc1cc(OC)c(S(=O)(=O)Nc2ccccc2N2CCOCC2)cc1NC(C)=O	3%	-3%	16%	-5%	-9%	5%	2%	1%	3%
O=C(COc1ncnc2c(Cl)cc(Cl)cc12)Nc1cc([N+](=O)[O-])ccc1Cl	-16%	2%	3%	-11%	?	-12%	2%	-8%	1%
COc1cc(C#Cc2c(-c3cncn3C)n(C)c3ccc(-c4ccc(OC)c(OC)c4)cc23)cc(OC)c1	-5%	nt	44%[activator]	nt	-4%[0.501 µM]	?	46%[activator]	-6%	nt
CC(NC(=O)c1cccc(OC2CCN(C3CCN(C)CC3)CC2)c1)c1ccccc1 (centres undefined)	-13%	4%	-11%	-4%	9%[0.0925 µM]	-8%	6%	3%	41%

Given comma-delimited: part of the list above
structure,Pol kappa inh,BLM helicase inh,Pol iota inh,Apoferritin bind,G9a block,BAZ2B inh,APEX1 inh,Pol eta inh,Pol beta inh
CCOC(=O)CSc1nc(=O)n2cccc(C)c2n1,-4%,-5%,22%,-4%,15%,-2%,-3%,5%,0%
COc1ccc(CNc2cc(-c3cccc(C#N)c3)ncn2)c(OC)c1,-2%[60.1 µM],3%,nt,nt,5%[0.501 µM],nt,-2%,nt,nt
COc1cc(OC)c(S(=O)(=O)Nc2ccccc2N2CCOCC2)cc1NC(C)=O,3%,-3%,16%,-5%,-9%,5%,2%,1%,3%

Following part
SMILES	Pol kappa inh	BLM helicase inh	Pol iota inh	Apoferritin bind	G9a block	BAZ2B inh	APEX1 inh	Pol eta inh	Pol beta inh
Nn1c(SCC(=O)NCCc2ccc(S(N)(=O)=O)cc2)nnc1C1CCCCC1	5%	nt	20%	nt	nt	nt	7%	2%	nt
O=C(CSc1nnc(-c2ccc(O)cc2)n1Cc1ccco1)N1CCc2ccccc2C1	-9%	-5%	6%	-16%	?	9%	-5%	-8%	-4%
O=C(NCCCN1CCN(Cc2ccccc2)CC1)C1CCN(S(=O)(=O)N2CCCC2)CC1	-9%	0%	4%	-6%	8%[0.501 µM]	9%	-6%	-3%	16%
COc1ccccc1C(=O)NCCC(=O)NCC1CCCO1 (centres undefined)	0%	nt	-9%	nt	33%[12.7 µM]	1%	17%	-9%	nt
CC(C)NC(=O)c1ccc2c(=O)n(Cc3ccco3)c(=S)[nH]c2c1	0%	-4%	19%	-6%	0%[59 µM]	11%	11%	-16%	8%
CCOC(=O)Cc1c(C)nc2cc(-c3ccc(C(C)(C)C)cc3)nn2c1C	-6%	-17%	3%	-8%	48%[59 µM]	37%	nt	-10%	?
CN(C)S(=O)(=O)c1cccc(-n2sc3ccccc3c2=O)c1	-11%	-1%	?	-14%	-128%	4.5µM*	0%	0%	40%
CC(=O)Nc1ccc(N=NC2C(=O)N(C(N)=S)N=C2C)cc1 (centres undefined)	-10%	-11%	-19%	-19%	79µM*	-17%	21%	-11%	1%
O=C(O)c1cccc(-c2nc3ccccc3[nH]2)c1	-11%	-1%	2%	-1%	-3%[59 µM]	-1%	-8%	-1%	9%
COc1cccc2c(=O)c(C(=O)NCc3cccs3)c[nH]c12	-12%	-5%	-14%	-20%	?	-26%	0%	-1%	?
CCCNC(=O)CCn1nc(-c2ccc(Cl)cc2)c2ccccc2c1=O	3%	-1%	30%[activator]	-11%	17%	0%	-2%	-18%	10%
CCc1cccc(NS(=O)(=O)c2c(C)nc3scc(C)n3c2=O)c1	-14%	2%	1%	0%	28µM*	8%	14%	1%	0%
COc1ccc(-n2cnnc2SCC(=O)Nc2ccc(N3CCOCC3)cc2)cc1	-13%	-7%	8%	-11%	-50%[59 µM]	-6%	-3%	-3%	11%
Cc1ccc(Nc2cnn(C34CC5CC(CC(CC(=O)O)(C5)C3)C4)c(=O)c2Cl)cc1	3%	-2%	-26%	-17%	?	-9%	-1%	-2%	10%
Nc1ccc(CCC(=O)N2CCCC2)cc1	8%	-7%	28%	-14%	0%[59 µM]	-5%	8%	-14%	30%
CCOC(CNc1cc(C)nc2c(-c3ccccc3OC)c(C)nn12)OCC	8%	0%	28%	-5%	23%	-4%	16%	-16%	26%
N#Cc1c(N2CCN(c3ccc(F)cc3)CC2)nc(N)c2c(N)nc3c(c12)CC(=O)N3C1CC1	-9%	-18%	137%[activator]	?	?	?	2%	-8%	3%
CCN1CCc2c(sc(NC(=O)c3ccc(S(=O)(=O)N(CC)c4ccccc4)cc3)c2C(N)=O)C1	-31%	-5%	82%[activator]	-4%	?	-25%	12%	-7%	?
CCOC(=O)Cc1csc(CC(N)=O)n1	-19%	-1%	18%	-5%	50µM*	-24%	1%	-21%	2%
CC12CCC(C(=O)N3CCCCCC3)(OC1=O)C2(C)C (centres undefined)	1%	-8%	5%	-11%	11%[59 µM]	6%	-1%	-12%	?
COc1cccc(NC(=O)CCc2c(C)nc3c4cccnc4nn3c2C)c1	-1%	3%	54%[activator]	54%[activator]	14%[59 µM]	-3%	nt	7%	36%
CCN(CC)CCCN(C(=O)c1cccc(C)c1)c1nc(-c2ccc(OC)cc2)cs1	-5%	4%	-17%	-16%	-6%[0.501 µM]	?	7%	-3%	2%
CC1=C(C#N)S(=O)(=O)C(C#N)C(c2ccccc2)C1 (centres undefined)	-6%	-4%	-6%	-17%	-2%	-1%	-5%	-12%	9%
CCN1C(=O)[C@H]2[C@H]3CN=C(SCc4ccc(C(=O)OC)cc4)N3[C@@](C)(C(=O)OC)[C@H]2C1=O	7%	nt	12%	nt	nt	nt	21%	-9%	nt
CCCCCC(=O)Nc1cccc(C2=NOC3(C2)C[C@H](C(N)=O)N(C(=O)CC#N)C3)c1 (some centres undefined)	nt	-11%	nt	-8%	?	56µM*	-3%	nt	40µM*
COc1ccc(-c2nnc(SCC#CCO)o2)cc1OC	-3%	3%	-7%	-2%	16µM*	-2%	-3%	-5%	1%
CCOC(CNC(=O)C1CCN(S(=O)(=O)c2ccc3nc4c(c(C(=O)O)c3c2)CC(C)CC4)CC1)OCC (centres undefined)	-27%	-1%	-5%	-2%	?	-12%	16%	32µM*	0%
c1ncc(CCCC2CCNCC2)[nH]1	12%[60.1 µM]	4%	nt	-11%	nt	nt	-3%	nt	nt
CCOC(=O)CSc1nnc(CNC(=O)c2ccc(OC)cc2OC)n1C	-9%	1%	10%	3%	-36%[59 µM]	11%	-1%	7%	13%
CCOC(=O)C1(Cc2cccc(F)c2)CCN(CC(O)CO)CC1 (centres undefined)	0%	-2%	73%[activator]	-1%	-3%	-13%	-1%	-12%	3%
COc1ccc(C)cc1S(=O)(=O)N(CC(=O)N1CCOCC1)Cc1ccccc1	0%	-6%	-4%	-8%	-6%[59 µM]	-4%	-2%	-4%	14%
Cc1ccc(S(=O)(=O)c2nc(-c3ccccc3Cl)oc2NCCCN2CCOCC2)cc1	-8%	-10%	12%	-7%	nt	-11%	11%	-2%	22%
Cc1ccc(C(=O)NC(=S)Nc2ccc(S(=O)(=O)N(C)c3ccccc3)cc2)cc1	-3%	-2%	11%	-11%	18%[2.33 µM]	-2%	-7%	?	4%
CCOc1ccc(N(C(=O)c2cnccn2)C(C(=O)NC2CCCCC2)c2ccc(O)cc2)cc1 (centres undefined)	2%	-3%	91%[activator]	-8%	nt	6%	-1%	-17%	5%
O=C(NCc1ccccn1)c1c(O)c2cccc3c2n(c1=O)CC3	9%	2%	-12%	-9%	29%[59 µM]	-5%	15%	-5%	-19%
